Source: PubChem
Eya2 phos inh – inhibitors of human Eya2 phosphatase activity; 330,000 compounds, 0.006% hits; O00167; recombinant Eya2, OMFP fluorescence dephosphorylation (OMFP is methylfluorescein phosphate); Potency, µM (doses to about 76.9 µM), inactives show top-dose activity, negative = inhibition, hits mostly inhibitors; note: potency is the fitted concentration of half-maximal effect; % is set by controls: 0 for no effect and ±100 for the full control effect
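Eya2 (0.2 uM) preincubated 10 min at ambient with compound, then OMFP substrate added at 50 uM; 10 min reaction in 50 mM HEPES pH 7.5, 50 mM NaCl, 5 uM MgCl2, 0.05% BSA, 1 mM DTT. Fluorescence read at Ex 485/Em 525 nm.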
BCR signal inh – chronic active BCR signaling inhibition; 340,000 compounds, 0.05% hits; ABC-DLBCL IkBa-CBG/CBR reporter, luminescence ratio, 4 h; Potency, µM (titrated, usually from 46.1 µM), for the others: top-dose ratio change, negative = lower green/red ratio, hits mostly inhibitors; active = well fitted inhibition curve with a large enough effect in the signal ratio, with a control signal flat, not every such curve was filed as active; inconclusive = small, poorly fitted or top-dose-only effect, or effect the other way, or a change in a side signal; the % refers to the signal ratio;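 note: potency is the fitted concentration of half-maximal effect; plate controls were basal doxycycline-induced cells for no effect and cells given 10 µM MG132 for full effect; MG132 reads +100%, hits lower the ratio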
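Cell line TMD8 (human ABC DLBCL), stably expressing tet-inducible CBG68-IkBa fusion and CBR; IMDM/0.5% FBS; cpd up to 46 uM; dox induction, 4 h, 37C/5% CO2; dual luminescence; green/red ratio; MG132 control.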
S-ASM inh – human S-ASM enzyme inhibition; Potency, µM (highest dose often 57.5 µM), for the others: at the top dose activity change, negative = inhibition, most hits filed as inhibitors; 340,000 compounds, 0.006% hits; placental ASM, HMU-PC fluorogenic substrate, 60 min; AID 504937; P17405; note: potency is the fitted concentration of half-maximal effect
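Fluorogenic HMU-PC substrate (9 uM final) is turned over by placental ASM in 60 min at 37 C after a 10 min compound preincubation. Reaction ended by alkaline stop (pH 10), with fluorescence read at 386/447 nm.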
Menin MLL FP TR – displaces Texas Red mutant MLL peptide from human menin. O00255. Menin + Texas Red MLL mutant peptide, fluorescence polarization. Potency, µM (doses to about 61.6 µM), inactives show at the top dose FP activity change, negative = inhibition, hits mostly inhibitors. 270,000 compounds, 0.23% hits; active = well fitted inhibition curve with a large enough effect in the polarisation, with a control signal flat, not every such curve was filed as active; inconclusive = small, poorly fitted or top-dose-only effect, or effect the other way, or a change in a side signal; inactive = no such curve, though single readings can be large or run the other way; the % refers to the polarisation; note: potency is the fitted concentration of half-maximal effect; % of control where 0% means no effect; many of its hits are not listed in these tables
MBNL1 CUG block – inhibitors of human MBNL1 binding to CUG repeat RNA. TR-FRET MBNL1-His/biotin-(CUG)12 binding, 665/545 ratio. Potency, µM (series often up to 57.5 µM), without a hit: top-dose activity change, negative = inhibition, hits mostly inhibitors. 280,000 compounds, 0.036% hits; active = well fitted inhibition curve with a large enough effect in the signal ratio, with a control signal flat, not every such curve was filed as active; inconclusive = small, poorly fitted or top-dose-only effect, or effect the other way, or a change in a side signal; inactive = no such curve, though single readings can be large or run the other way; the % refers to the signal ratio; note: potency is the fitted concentration of half-maximal effect; % is set by controls: 0 for no effect and ±100 for the full control effect
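MBNL1-His + Biotin-(CUG)12, cpd titration 92 nM–58 uM; Tb anti-His Ab 0.055 ng/ul, SA-XL665 5 nM (final); 60 min RT; ratiometric 665/545 nm, Ex 340 nm; normalized to buffer and full-complex controls.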
USP2a block – blocks human ubiquitin-specific protease USP2a | USP2 core, Ub-CHOP2 coupled fluorogenic reporter, 485/531 | Potency, µM (highest dose often 38.3 µM), for the others: top-dose activity change, negative = inhibition, hits mostly inhibitors | 330,000 compounds, 0.01% hits | AID 463254;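 note: potency is the fitted concentration of half-maximal effect; plate controls were DMSO wells for no effect and full inhibition by NEM control for full effect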
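Cell-free coupled assay: 10nM USP2 core preincubated 30min RT with compound in Tris-HCl pH 8.0/CaCl2/CHAPS buffer, then 25nM Ub-CHOP2 and 25nM reporter substrate; fluorescence (Ex 485/Em 531) read after 60min RT, normalized to NEM inhibition, concentration-response curves fitted.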
PKM2 activator – PKM2 (human) enzyme activation; Potency, µM (highest dose often 57.5 µM), for inactives: at the highest dose activation, hits mostly activators; purified PKM2, Kinase-Glo ATP luminescence, activation; response scale: 0% is enzyme alone, no compound; 260,000 compounds, 0.34% hits; P14618; note: potency is the fitted concentration of half-maximal effect; % is set by controls: 0 for no effect and ±100 for the full control effect; nearly all actives have a fitted effect of over 55% in size
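Purified hPK-M2 (>95% pure) converted ADP (0.1 mM final) to ATP with 0.5 mM PEP in 50 mM imidazole pH7.2, KCl, MgCl2, Tween 20, BSA; 1 h at room temperature. ATP detected by Kinase-Glo luminescence.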
Mito fusion yeast – blocks mitochondrial division or promotes mitochondrial fusion | S. cerevisiae fusion-defective mutant growth rescue, CellTiterGlo 48 h | Potency, µM (titrated, usually from 46.1 µM), inactives show top-dose growth rescue (activation), usual class: activators | 320,000 compounds, 0.23% hits;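 note: potency is the fitted concentration of half-maximal effect; % of control where 0% means no effect; nearly all actives have a fitted effect of over 45% in size; temperature-sensitive fusion mutants such as fzo1-1 at 37 °C on non-fermentable ethanol glycerol medium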
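Yeast fusion mutant, YPEG (non-fermentable carbon), compound, 48 h at 37C non-permissive; CellTiterGlo added, 10 min RT, luminescence read. Rescued growth = division inhibition.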
GALK inh – inhibitors of human galactokinase; Purified GALK, Kinase-Glo residual ATP luminescence; Potency, µM (top dose mostly 57.5 µM), for the others: at the top dose activity change, negative = inhibition, usual class: inhibitors; P51570; 270,000 compounds, 0.007% hits; note: potency is the fitted concentration of half-maximal effect; % is set by controls: 0 for no effect and ±100 for the full control effect
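Kinase-Glo Plus luminescence measured ATP left after a 1 h room-temperature reaction. The reaction used 5 nM GALK, 100 uM galactose and 35 uM ATP at pH 8.0 (20 mM HEPES, 5 mM MgCl2, 60 mM NaCl, 1 mM DTT, 0.01% BSA).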
TSHR antagonist – antagonists of human thyroid stimulating hormone receptor. 330,000 compounds, 0.2% hits. P16473. AID 504810. TSHR-expressing cells, TSH-stimulated cAMP HTRF, 2 h; stronger effect = lower value. activity change, negative = inhibition, % at 11.5 µM;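 active = activity change below a set negative limit, meaning inhibition stronger than a set level, cut at about -70% in these data; inconclusive = activity change between two set negative limits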; note: % is set by controls: 0 for no effect and ±100 for the full control effect
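TSHR-expressing cells, 200/well, pre-treated with compound, then stimulated with EC80 TSH (4nM final) for 2 hours at 37 deg C. cAMP measured by competitive HTRF: anti-cAMP cryptate antibody in lysis buffer plus cAMP-d2, read after 30 minutes at room temperature.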
KCNH2 WT inh – inhibitors of human wildtype KCNH2 potassium channel | Q12809 | AID 720551 | U2OS, BacMam KCNH2, thallium flux FluxOr; stronger effect = lower value | 340,000 compounds, 0.37% hits | activity change, % at 1.84 µM;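 active = maximum activity change below -70%; inconclusive = maximum activity change between -70% and -50%; inactive = maximum activity change above -50%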; note: % is set by controls: 0 for no effect and ±100 for the full control effect
Target sequence (Q12809 whole entry, looked up): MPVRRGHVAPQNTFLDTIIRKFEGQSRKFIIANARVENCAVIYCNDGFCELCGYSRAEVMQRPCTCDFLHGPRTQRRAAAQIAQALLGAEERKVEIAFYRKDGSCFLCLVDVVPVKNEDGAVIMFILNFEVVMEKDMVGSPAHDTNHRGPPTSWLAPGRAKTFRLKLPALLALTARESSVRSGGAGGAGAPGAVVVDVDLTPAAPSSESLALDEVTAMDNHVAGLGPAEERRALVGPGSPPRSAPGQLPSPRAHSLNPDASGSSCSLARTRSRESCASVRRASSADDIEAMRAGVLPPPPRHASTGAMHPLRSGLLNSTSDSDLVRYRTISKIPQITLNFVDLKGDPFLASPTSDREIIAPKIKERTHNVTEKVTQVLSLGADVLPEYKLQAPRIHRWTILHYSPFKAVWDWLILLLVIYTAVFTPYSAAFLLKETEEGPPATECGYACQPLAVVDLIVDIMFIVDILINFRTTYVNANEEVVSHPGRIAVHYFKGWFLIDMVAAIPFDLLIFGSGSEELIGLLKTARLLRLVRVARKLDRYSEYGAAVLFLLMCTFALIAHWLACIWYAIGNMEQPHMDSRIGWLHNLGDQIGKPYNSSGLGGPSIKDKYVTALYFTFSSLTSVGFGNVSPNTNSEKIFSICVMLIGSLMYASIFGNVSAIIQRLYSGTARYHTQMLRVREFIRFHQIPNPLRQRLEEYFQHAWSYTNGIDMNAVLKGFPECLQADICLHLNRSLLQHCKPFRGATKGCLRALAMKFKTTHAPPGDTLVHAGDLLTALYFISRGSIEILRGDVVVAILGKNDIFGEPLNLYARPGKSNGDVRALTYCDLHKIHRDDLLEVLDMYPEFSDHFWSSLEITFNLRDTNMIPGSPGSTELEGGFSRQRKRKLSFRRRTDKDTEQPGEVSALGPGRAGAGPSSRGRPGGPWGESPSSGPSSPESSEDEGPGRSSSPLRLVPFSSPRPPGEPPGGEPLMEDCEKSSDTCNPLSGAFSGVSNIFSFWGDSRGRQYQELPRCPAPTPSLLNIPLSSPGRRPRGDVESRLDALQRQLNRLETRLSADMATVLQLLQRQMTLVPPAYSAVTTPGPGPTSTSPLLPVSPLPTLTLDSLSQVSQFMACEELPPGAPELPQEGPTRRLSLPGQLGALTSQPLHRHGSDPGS
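U2OS cells transduced with wild-type KCNH2 virus are loaded with FluxOr dye for 45 min, and thallium flux is measured in kinetic reads before and after stimulation buffer. Rate constants are normalized to DMSO controls.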
Numbers without * were called inactive; i = inactive; u = inconclusive; x = not tested or not shown; [ ] = remark or other dose. Unless noted, calls come from the whole dose curve; as a rule, active = well fitted curve in the direction sought with a large enough effect; inconclusive = small, poorly fitted or top-dose-only effect, or another doubt; inactive = no such curve, though single readings can be large; an effect the other way counts as inactive or inconclusive.

| Compound | USP2a block | KCNH2 WT inh | Eya2 phos inh | S-ASM inh | PKM2 activator | GALK inh | TSHR antagonist | BCR signal inh | Menin MLL FP TR | MBNL1 CUG block | Mito fusion yeast |
| --- | --- | --- | --- | --- | --- | --- | --- | --- | --- | --- | --- |
| COc1ccccc1N1CCN(C(=O)c2ccc3nc[nH]c3c2)CC1 | 3% | -2 | -2% | 5% | 11% | x | 34 | -1% | u | u | 1% |
| COc1ccc(CC(=O)c2ccc(O)cc2O)cc1 | -1% | -3 | -4% | -3% | -11% | 1% | 22 | -3% | u | -8% | 5% |
| COc1ccc(NC(=O)CN2C(=O)NC(C)(C3CC3)C2=O)cc1S(=O)(=O)N1CCCCC1 (stereo not drawn) | 0% | -5 | 15% | 2% | x | x | -1 | 2% | x | x | -3% |
| COC(=O)c1c(C)[nH]c(C(=O)C(C)OC(=O)C2=NNC(=O)CC2)c1C (stereo not drawn) | 8% | 1 | -2% | 0% | -3% | 0% | -1 | -1% | x | -4% | -1% |
| Cc1ccc(OCCN2CCN(C(=O)CCC(=O)Nc3nnc(C(C)C)s3)CC2)cc1 | 4% | 13 | -11% | 1% | -1% | 1% | 17 | -8% | u | -15% | -3% |
| CN(c1ccc(OCC(=O)OCC(=O)Nc2c(F)c(F)c(F)c(F)c2F)cc1)S(=O)(=O)c1ccc(F)cc1 | -2% | 32 | -11% | -6% | 3% | -3% | 25 | 3% | 6% | -12% | 3% |
| CCOc1ccccc1C1CC(c2cccc(NS(C)(=O)=O)c2)=NN1C(=O)c1ccccc1 (stereo not drawn) | -3% | -18 | -6% | 0% | 4% | 0% | -1 | u | 2% | 2% | 1% |
| CC(C)CCN1C(Nc2ccccc2)=NC[C@@H]1CC(C)C | 0% | 11 | -8% | 1% | -5% | x | -4 | 12% | 0% | -6% | 3% |

An excerpt from above in order of the Eya2 phos inh value, rising.
Compound	Eya2 phos inh
CC(C)CCN1C(Nc2ccccc2)=NC[C@@H]1CC(C)C	-8%
COc1ccc(CC(=O)c2ccc(O)cc2O)cc1	-4%
COC(=O)c1c(C)[nH]c(C(=O)C(C)OC(=O)C2=NNC(=O)CC2)c1C (stereo not drawn)	-2%

(next part)
| Compound | USP2a block | KCNH2 WT inh | Eya2 phos inh | S-ASM inh | PKM2 activator | GALK inh | TSHR antagonist | BCR signal inh | Menin MLL FP TR | MBNL1 CUG block | Mito fusion yeast |
| --- | --- | --- | --- | --- | --- | --- | --- | --- | --- | --- | --- |
| O=S(=O)(Nc1ccc(Br)cc1)c1cccc2cccnc12 | 3% | -3 | -4% | -4% | x | x | -5 | 5% | 60%[activator] | -4% | 12% |
| CCOc1ccc(N(CC(=O)N/N=C/c2cc(Br)c(C)o2)S(C)(=O)=O)cc1 | -1% | 1 | -3% | -1% | 4% | 1% | -1 | 5% | -2% | -7% | -2% |
| Cc1ccc(NC2=CC(=O)CC(c3ccc(Cl)cc3)C2)cc1 (stereo not drawn) | 3% | 9 | -1% | 2% | -11% | x | -3 | u | -3% | u | 9% |
| CCN1C(=O)CSc2ccc(C(=O)NCc3ccco3)cc21 | -2% | 7 | -10% | 8% | 5% | 0% | -1 | 7% | -9% | -11% | 0% |
| [O-]/C(=C(\C(=S)NCCN1CCOCC1)[n+]1ccccc1)c1ccc(Cl)s1 | -5% | 0 | -30% | -1% | -2% | -5% | 37 | 1% | -9% | 10% | 2% |
| CN1CCN(c2ccc(S(=O)(=O)N3CCCCC3)cc2NC(=O)COc2ccc(F)cc2)CC1 | 3% | 7 | 3% | 5% | x | x | -6 | 2% | x | x | -9% |
| Cc1c(C(=O)Nc2nc3ccccc3[nH]2)oc2ccc(Br)cc12 | 0% | 56 | -1% | -2% | 2% | 1% | -3 | -5% | 7% | -8% | 10% |
| COc1ccc(N(C)S(=O)(=O)c2cccc(C(=O)NCC3CCCO3)c2)cc1 (stereo not drawn) | -1% | 9 | -10% | 3% | 8% | 0% | 19 | u | 0% | -3% | 11% |
| CCOc1ccc(CCNC(=O)COC(=O)c2cc(OC)cc(OC)c2)cc1OCC | -1% | -1 | 5% | 0% | 3% | 8% | 0 | -2% | 1% | -4% | 6% |
| CN(CC(=O)Nc1cccc(F)c1)C(=O)COc1ccc2c(c1)CCC2 | 1% | 6 | -2% | -5% | x | x | x | -4% | x | x | x |
| COc1ccc(C2/C=C\CN(S(=O)(=O)/C=C/c3ccccc3)CC(=O)N2Cc2ccc(F)cc2)cc1 (stereo not drawn) | 0% | 10 | -2% | -7% | 5% | -2% | 16 | -9% | 8% | -10% | -15% |
| Cc1nn(Cc2ccccc2)c(C)c1CCC(=O)O | 2% | -4 | -8% | 4% | -4% | -4% | 1 | 13% | -7% | 0% | -4% |
| COc1ccc(-n2c(=S)[nH]c3cc(C(=O)N4CCN(c5ccccc5)CC4)ccc3c2=O)cc1 | 1% | 11 | 8% | 2% | -7% | 1% | -8 | 1% | -13% | -3% | 0% |
| O=C(Nc1ccc(Cl)cc1)c1nc[nH]c1C(=O)NCCCCNC(=O)c1[nH]cnc1C(=O)Nc1ccc(Cl)cc1 | 4% | -9 | 10% | -5% | x | x | -6 | 3% | x | x | x |
| CCOC(=O)C(C)n1cnc2c(cnn2-c2ccc(Cl)cc2)c1=O (stereo not drawn) | 3% | -6 | 3% | -3% | -6% | 3% | -10 | 6% | 8% | -7% | 7% |
| CCOC(=O)c1sc(NS(=O)(=O)c2ccccc2)nc1C | -1% | -9 | 8% | -4% | -1% | -2% | 2 | 4% | 44%[activator] | -2% | 0% |
| Cn1c(C(=O)N2CCN(C(=O)c3ccco3)CC2)cc2c(=O)n3ccccc3nc21 | 0% | 2 | -23% | i | u | 0% | 27 | u | -25% | u | -3% |
| CCCC(=O)N(c1ccc(OC)cc1)C1C=CS(=O)(=O)C1 (stereo not drawn) | 1% | 7 | 3% | 4% | 11% | 3% | 22 | 0% | -16% | 0% | 3% |
| CCCCNC(=O)C1CC(=O)N(CCC(C)C)C1 (stereo not drawn) | -3% | -3 | 13% | -1% | 2% | 2% | 0 | 3% | u | 8% | 6% |
| N#C/C(=C\c1cccc(Oc2ccc(C(F)(F)F)cc2[N+](=O)[O-])c1)c1nc2ccccc2[nH]1 | 4% | -1 | -7% | 65%[activator] | 5% | x | -11 | 7% | u | -5% | -7% |
| COc1ccc(C)cc1NC(=O)NC(C)c1ccncc1 (stereo not drawn) | 1% | x | -6% | 1% | 2% | 9% | 2 | -1% | 1% | -4% | -1% |
| O=C(CSC1=NS(=O)(=O)c2cc(Cl)ccc2N1)Nc1ccccc1C(F)(F)F | 3% | 0 | 2% | -2% | x | x | 2 | 7% | x | x | -4% |
| Nc1ncnc2c1ncn2[C@@H]1O[C@H](CNCc2cccn2-c2nccs2)[C@@H](O)[C@H]1O | 1% | 1 | -10% | 2% | x | x | -1 | 0% | x | x | x |
| COc1ccc2oc(C(=O)OCC(=O)N3CCN(S(=O)(=O)c4ccc(C)cc4)CC3)c(C)c2c1 | 0% | -8 | 4% | -7% | -1% | 4% | 2 | u | x | 29% | 1% |
| Cc1ccc(C)c(NCC(O)c2ccccc2)c1 (stereo not drawn) | 3% | -6 | -1% | -1% | 0% | 9% | -2 | 0% | -7% | -8% | 3% |
| CCNC(=S)Nc1ccc(OC(F)(F)F)cc1 | 2% | -3 | -17% | 1% | -4% | 7% | 8 | u | -6% | 11% | 1% |
| CC(C)CC(=O)Nc1ccc(C(=O)COC(=O)C2CC(=O)N(Cc3ccccc3)C2)cc1 (stereo not drawn) | 2% | 1 | 12% | -8% | x | x | 7 | 7% | x | x | 0% |
| CCOc1ccc(S(=O)(=O)N2CCCCC2)cc1NC(=O)CCNC(=O)c1ccco1 | -1% | 2 | 22% | 0% | x | x | -4 | -2% | x | x | -2% |

Only part of the results is shown; count on the stated rates, not on these rows.
